# AmpC det inh: Promiscuous and Specific Inhibitors of AmpC Beta-Lactamase (assay with detergent); purified AmpC, nitrocefin hydrolysis with detergent; Potency, µM (top dose mostly 28.7 µM), for inactives: at the top dose activity change, negative = inhibition; hit rate 0.09% among 71,000; AID 584, 2007; active = well fitted curve in the direction sought with a large enough effect; inconclusive = small, poorly fitted or top-dose-only effect
# Target sequence (P00811 whole entry, looked up): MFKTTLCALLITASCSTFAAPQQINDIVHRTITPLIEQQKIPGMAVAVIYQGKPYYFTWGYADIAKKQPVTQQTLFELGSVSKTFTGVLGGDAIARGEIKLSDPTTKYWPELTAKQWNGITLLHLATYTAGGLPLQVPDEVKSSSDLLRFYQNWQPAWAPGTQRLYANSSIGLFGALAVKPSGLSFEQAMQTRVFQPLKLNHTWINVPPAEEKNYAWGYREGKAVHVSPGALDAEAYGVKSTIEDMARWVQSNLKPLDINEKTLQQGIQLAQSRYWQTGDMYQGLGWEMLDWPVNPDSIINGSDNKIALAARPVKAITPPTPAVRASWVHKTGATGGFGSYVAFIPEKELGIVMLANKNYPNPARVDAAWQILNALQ
#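 E. coli AmpC (5.3 nM) in 20 mM phosphate pH 7.0 with 0.01% Triton X-100, preincubated 15 min RT with compound; nitrocefin (2 uL of 800 uM stock) hydrolysis followed by 480 nm absorbance every 20 s over 4 min.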
# * = called active by the depositor; ? = inconclusive; & = joins results of further samples; [ ] = another dose, or the depositor's remark. % is set by controls: 0 for no effect and ±100 for the full control effect; potency is the fitted concentration of half-maximal effect.
# The opening 6 compounds, to show the layout:
mol	AmpC det inh
COc1cc(NC(=O)c2noc3c2CCCC3)c(OC)cc1Cl	-3%
CC(=O)c1cccc(NC(=O)C=C(C)C)c1	-3%
CCOc1ccc(NC(=O)c2ccco2)cc1	0%
CN1CCN(c2nc(-c3cccs3)cc(C(F)(F)F)n2)CC1	3%
COC(=O)c1ccccc1NC(=O)CSc1nc(-c2ccco2)cc(C(F)(F)F)n1	12%
CCOC(=O)Cn1c(=O)c2c(nc(N3CCCCC3)n2C)n(C)c1=O	8%

# Main list, from the first entry:
mol	AmpC det inh
COc1cc(NC(=O)c2noc3c2CCCC3)c(OC)cc1Cl	-3%
CC(=O)c1cccc(NC(=O)C=C(C)C)c1	-3%
CCOc1ccc(NC(=O)c2ccco2)cc1	0%
CN1CCN(c2nc(-c3cccs3)cc(C(F)(F)F)n2)CC1	3%
COC(=O)c1ccccc1NC(=O)CSc1nc(-c2ccco2)cc(C(F)(F)F)n1	12%
CCOC(=O)Cn1c(=O)c2c(nc(N3CCCCC3)n2C)n(C)c1=O	8%
CNC(=O)C(Sc1ccccc1)c1ccccc1 (configuration not stated)	-2%
COc1ccc(N2C(=O)C3CCCN3C2c2cccc(F)c2)cc1Cl (configuration not stated)	-2%
CCc1nnc(NC(=O)C2CCN(c3cnccn3)CC2)s1	-5%
Nc1nonc1-c1nc2ccccc2n1CC(=O)N1CCN(c2ccc(F)cc2)CC1	-2%

# (continued)
mol	AmpC det inh
CC(c1ccco1)N(C(=O)c1ccc(S(=O)(=O)N2CCCCC2)cc1)c1ccccn1 (configuration not stated)	7%
OCCN1CCN(c2nc(-c3ccccc3)nc3c2oc2ccccc23)CC1	-1%
CCC1CCCN1Cn1cnc2c([nH]c3ccccc32)c1=O (configuration not stated)	-1%
Cc1ccc(C2(C(F)(F)F)NC(=O)N3CCCN=C3S2)cc1 (configuration not stated)	-2%
CCOCCn1c(SCCCc2ccccc2)nc2c1c(=O)[nH]c(=O)n2C	0%
CN1C(=O)c2ccc(NC(=O)c3c(F)c(F)c(F)c(F)c3F)cc2C1=O	-3%
COc1ccccc1CN1CCCC(C(=O)N(C)Cc2ccccc2)C1 (configuration not stated)	-4%
CC1(C)CC(C2N3CC4(C)CN2CC(C)(C3)C4=O)CCO1 (configuration not stated)	-3%
CCCCC[C@@H](O)[C@@H]1C(=O)O[C@@H](C)[C@@H](O)\C=C/C=C\C=C/C=C\C=C(\C)[C@H](O)C[C@H](O)C[C@H](O)C[C@H](O)C[C@H](O)C[C@H](O)C[C@@H]1O	-1%[5.75 µM]
COC(=O)C1=C(C)Nc2nnnn2C1c1ccc(Cl)cc1Cl (configuration not stated)	-2%

# The listing continues:
mol	AmpC det inh
COc1cccc(CNC(=O)C2CCN(S(=O)(=O)c3ccc(F)cc3)CC2)c1	-2%
Cn1c(=O)c2c(ncn2CC(=O)N2CCN(c3ccc(F)cc3)CC2)n(C)c1=O	-7%
Cc1ccc2cc(CN(CC3CCCO3)C(=O)C(C)C)c(=O)[nH]c2c1 (configuration not stated)	-3%
CCOC(=O)/C=C1\SCC(=O)N1Cc1nnc(-c2ccccc2Br)o1	-7%
NS(=O)(=O)Cc1noc2ccccc12	-3%
CC(C)(C)SCCNC(=O)CSc1ccccc1	-2%
CCOC(=O)c1cccc(NC(=O)C2CCCN(S(=O)(=O)c3c(C)nn(C)c3C)C2)c1 (configuration not stated)	10%
COc1ccc(S(=O)(=O)Cc2ccc(C(=O)N3CCN(c4ccccc4)CC3)o2)cc1	10%
CCOC(=O)C1=CN(C)C=C(C(=O)OCC)C1c1ccsc1	-2%
CCOC(=O)CSc1nc2sc3c(c2c(=O)n1CC)CC(C)(C)OC3	-3%

# Additional results:
mol	AmpC det inh
CCOC(=O)CSc1nnc(CNC(=O)Cc2ccccc2)n1C	9%
COc1ccc(C(O)c2nc3ccccc3n2C)cc1OC (configuration not stated)	8%
CC(=O)c1c(C)nc(-c2ccc(Cl)cc2Cl)n1O	-4%
COc1ccc(COC(=O)C2=C(C)NC(=O)NC2c2ccc(O)c(OC)c2)cc1 (configuration not stated)	-2%
CCCn1c(C)nc2c(NC(C)CCCN(CC)CC)nc(C)nc21 (configuration not stated)	15%
Cc1ccc(Cl)cc1N1CCN(CC(=O)Nc2ccc3[nH]c(=O)[nH]c3c2)CC1	-1%
O=C(C(Cc1ccccc1)NS(=O)(=O)c1ccc(F)cc1)N1CCC2(CC1)OCCO2 (configuration not stated)	-3%
C=CCn1c(SCC(=O)OCc2ccccc2)nc2c1c(=O)n(C)c(=O)n2C	5%
C/C(=C1/SC(=S)N(CCC(=O)O)C1=O)c1ccc(O)cc1	7%
CC(C)c1nc(SCC(=O)N2CCN(c3ccccc3)CC2)c2c(=O)n(C)c(=O)n(C)c2n1	14%

# Structural class: the entries above containing a CF3 group (three)
mol	AmpC det inh
CN1CCN(c2nc(-c3cccs3)cc(C(F)(F)F)n2)CC1	3%
COC(=O)c1ccccc1NC(=O)CSc1nc(-c2ccco2)cc(C(F)(F)F)n1	12%
Cc1ccc(C2(C(F)(F)F)NC(=O)N3CCCN=C3S2)cc1 (configuration not stated)	-2%

# Next compounds.
mol	AmpC det inh
c1coc(CNCC2OCCc3ccccc32)c1 (configuration not stated)	-2%
Cc1nc2nc(Cc3ccccc3)[nH]n2c(=O)c1Cl	-1%
CCn1c(=N)n(CC(=O)C23CC4CC(CC(C4)C2)C3)c2ccccc21	13%
CCC(=O)N(Cc1cc(=O)[nH]c2ccccc12)c1cccc(C)c1	-5%
CCCSc1nc2c(cnn2-c2ccc(Cl)cc2)c(=O)[nH]1	2%
NC(=O)c1cnn2c1NC(c1ccc(F)cc1)CC2C(F)(F)F (configuration not stated)	-2%
COC(=O)c1[nH]c2cccc(OC)c2c1NC(=O)CN1CCN(c2cccc(OC)c2)C(C)C1 (configuration not stated)	-6%
Cc1ccc2oc(=O)c3cnn(CC(=O)N(CCC(C)C)Cc4ccco4)c3c2c1	6%
CSc1nc(C2CC2)cc(-c2cccs2)c1C#N	3%
CCOC(=O)c1cnn(-c2ncnc3sc(CC)cc23)c1N	-4%

# Further structures follow:
mol	AmpC det inh
CCOc1ccc(/C=N/n2cnnc2)cc1	2%
COc1ccc(-n2c(=O)c(-c3cccc(C#N)c3)nc3cnc(N4CCNCC4)nc32)cc1	1%
Cc1cccc(C)c1NC(=O)C1CC(=O)N(C(C)C)C1 (configuration not stated)	-1%
CCCNC(=O)Cc1cc(=O)[nH]c(=O)[nH]1	3%
OC[C@@H]1O[C@@H](n2cnc3c(NC4CCCC4)ncnc32)[C@H](O)[C@H]1O	-2%
CCCN(CCC)[C@@H]1CCc2ccc(O)cc2C1	-1%&-2%&-3%
CCOC(=O)N1CCC(NC(=O)CCc2c(C)nc3c(c(C)nn3-c3ccccc3)c2C)CC1	12%
CCCCNC(=O)OCCNC(=O)Oc1cccc(C)c1	-5%
COc1ccc(S(=O)(=O)Nc2ccc(C)cc2)cc1OC	-7%
COCCNc1ncnc2ccc(-c3ccccc3C(F)(F)F)cc12	9%

# Next section:
mol	AmpC det inh
Cc1cccc(NC2=NC(C)(C)N=C(N)N2)c1C	-1%
O=C(Cn1ccc(=O)[nH]c1=O)Nc1ccc(C(=O)O)c(O)c1	-5%[5.75 µM]
CC1=C(C#N)C2C(/C1=N/O)C2(C)C (configuration not stated)	0%
CCCCn1nnnc1SCC(=O)N1CCN(C(=O)c2ccco2)CC1	12%
C=CC(C)(O)CCC=C(C)C (configuration not stated)	9%
COc1ccc2cc3cc(C(=O)NCc4ccccn4)oc3nc2c1	2%
COc1nc(Nc2ccc(-c3nc4ccccc4o3)cc2)nc(N2CCOCC2)n1	-3%
CCC(=O)Oc1ccc(-c2nc(-c3cccnc3)no2)cc1	1%
COc1ccc(C(=O)n2nc(-c3ccccc3)nc2N)cc1OC	-5%
Cc1cccc(OCC(=O)Nc2cc(C)c(C)cc2O)c1	-4%

# (more compounds)
mol	AmpC det inh
CC(C)(C)n1nc2c(c1NC(=O)COc1ccc(Cl)cc1)CSC2	-2%
Cn1c(CCCCCN)nc2ccccc21	10%
CC(C)(C)n1ncc2c(=O)n(CC(=O)c3ccc(Cl)cc3)cnc21	15%
CCOC(=O)c1ccc(S(=O)(=O)N2CCN(CC3CC=CCC3)CC2)cc1 (configuration not stated)	-3%
CCOC(=O)c1cc(NC(=O)Nc2ccc(OC)c(OC)c2)c(C)nc1C	-2%
O=c1c(-c2cccc(Cl)c2)nc2cncnc2n1C1CC1	-1%
Cn1c2ccccc2c2c(C(=O)NCCCN3CCCC3=O)cn(C3CCCCC3)c(=O)c21	-4%
C=C1C(=O)O[C@H]2C[C@@]3(C)CCCC(=C)[C@@H]3C[C@H]12	1%
O=C(CCn1nc(-c2ccc(Cl)cc2)ccc1=O)N1CCOCC1	-7%
COCCNC(=O)c1cc(-c2ccc(OC)c(OC)c2)on1	-1%

# Next part:
mol	AmpC det inh
N#C/C=C1/NC(=O)c2ccccc2S1	-1%
O=C(O)CCl	13%
COc1ccc2c(c1OC)C(=O)O[C@H]2[C@H]1c2cc3c(cc2CCN1C)OCO3	1%
FC(F)(F)c1nc2nc(Cl)c(Cl)nc2n1CCCN1CCOCC1	-1%[5.75 µM]
Cc1cc(Cl)ccc1OCC(=O)Nc1ccccc1CO	-9%
O=C(NCCc1c[nH]c2ccccc12)[C@@H]1C[C@H]1[C@@H](NP(=O)(c1ccccc1)c1ccccc1)c1ccccc1	2%
CCOC(=O)CNC(=O)CSc1ncnc2c1cnn2-c1ccc(C)cc1	-4%
CCOC(=O)N1CCN(C(=O)CSc2nc3ccccc3c(=O)n2-c2ccccc2)CC1	-2%
COc1cc(C2NC(=O)NC(C)=C2C(=O)OC2CCCCC2)cc(Br)c1O (configuration not stated)	6%
COc1cc(-c2ccc(N=Nc3ccc4c(S(=O)(=O)O)cc(S(=O)(=O)O)c(N)c4c3O)c(OC)c2)ccc1N=Nc1ccc2c(S(=O)(=O)O)cc(S(=O)(=O)O)c(N)c2c1O	?

# Other results.
mol	AmpC det inh
CCOC(=O)N1CCC(NC(=O)Cn2cc3c(n2)CCCCC3)CC1	4%
O=C(Oc1ccccc1)N1CCC2(CCN(Cc3nccs3)CC2)CC1	-1%
Cc1cc(NC(=O)CN2CC3CC(C2)c2cccc(=O)n2C3)nc2c1c(=O)oc1ccccc12 (configuration not stated)	10%
COCC(=O)NCCc1ccc(S(N)(=O)=O)cc1	0%
COc1ccc(S(=O)(=O)N2CCN(C(=O)c3c(C)nn(-c4ccccc4)c3Cl)CC2)cc1	14%
Cc1cc(C)c2c(c1)cc(C)c1nnc(SCC(=O)Nc3cc(C)on3)n12	11%
C[C@@H](C(=O)NCc1ccccc1)[C@@H]1C[C@@]1(C)[C@@H](NC(=O)OCc1ccccc1)c1ccccc1	-1%
C[C@@H](C(=O)O)c1cccc(C(=O)c2ccccc2)c1	-4%[12.8 µM]
COc1ccc(Cn2nnnc2C(c2ccccc2Cl)N2CCN(C3CCCC3)CC2)cc1 (configuration not stated)	5%
O=C(Nc1ccc(N2CCN(C(=O)c3ccco3)CC2)cc1)c1cccs1	13%

# Following part
mol	AmpC det inh
CCCCN(CC)S(=O)(=O)N1CCC(C(=O)NCCCN2CCOCC2)CC1	-2%
CC(N)=NCCCC[C@H](N)C(=O)O	-2%&-4%
CCCOc1ccc(/C(O)=C2/C(=O)C(=O)N(c3cc(C)on3)C2c2ccc(C(=O)OC)cc2)cc1 (configuration not stated)	0%
CCCCn1c2nc3ccccc3nc2c2c(=N)oc(C)nc21	-4%
O=C1C[C@@H]2OCC=C3CN4CC[C@]56c7ccccc7N1[C@@H]5[C@@H]2[C@H]3C[C@H]46 (tested in a mixture with another compound)	-4%[5.75 µM]
Cc1cc(NS(=O)(=O)c2ccc(Br)s2)no1	-5%
CCNc1ncc2nc(-c3cc(F)cc(F)c3)c(=O)n(C3CC3)c2n1	-3%
Cn1c(=O)c2c(nc(CN3CCN(c4ccccc4)CC3)n2Cc2c(F)cccc2Cl)n(C)c1=O	-1%
O=C(OCCN1CCCCC1)c1cc2ccccc2o1	13%
COc1cccc(C(=O)N2CCN(C3CCC(c4ccccc4)CC3)CC2)c1OC (configuration not stated)	0%

# (further entries)
mol	AmpC det inh
CCOCCCN(Cc1cc2cc(C)cc(C)c2[nH]c1=O)C(=O)N(CC)CC	0%
Cc1cc(N2CCC(C)CC2)nc2ccc(N3C(=O)CCC3=O)cc12	-5%
COc1ccccc1CNC(=O)C1CCN(Cc2nc(-c3ccc(Cl)cc3)oc2C)CC1	-1%
CN(C=O)CP(=O)(O)CN(C)C=O	-4%
CCOC(=O)N1CCN(c2c(NCCN(C)Cc3ccccc3)c(=O)c2=O)CC1	10%
CCC1(CC)C(=O)N(C)C(=O)NC1=Nc1ccccc1	9%
Cn1c(=O)[nH]c(=O)c2c1nc(N1CCCCCC1)n2CCCSc1nc2ccccc2o1	-1%
COCCCN=C(c1ccco1)n1c(=S)nc(-c2ccco2)n(CCCOC)c1=S	-4%

# Three entries drawn at random from the list so far:
mol	AmpC det inh
COCCNc1ncnc2ccc(-c3ccccc3C(F)(F)F)cc12	9%
CCC1CCCN1Cn1cnc2c([nH]c3ccccc32)c1=O (configuration not stated)	-1%
CCOC(=O)C1=CN(C)C=C(C(=O)OCC)C1c1ccsc1	-2%

# Bioassay records from PubChem.

# This is a subset. The share of hits here may be higher or lower than overall.
